# Screens: PubChem BioAssay, National Center for Advancing Translational Sciences (NCATS)
# Abeta rescue – qHTS for compounds that reverse cellular toxicity of Amyloid beta (A-beta) peptide in yeast: Primary Screen; Potency, µM (titrated, usually from 46.1 µM), for inactives: at the highest dose growth rescue, usual class: activators; actives 0.063% (n = 410,000); yeast expressing A-beta42, growth rescue, OD600, 48 h; response scale: 0% DMSO, 100% iron-clioquinol control; AID 1347071, 2019; further: potency means the concentration at half of the fitted maximal effect; nearly all actives have a fitted effect of over 55% in size
#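 Yeast A-beta toxicity model in growth medium with pinned compounds, 48 h at 30 C; growth read as absorbance at 600 nm. Normalized to FeCl3/clioquinol equimolar mix (positive) and DMSO (negative).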
# WRN helicase inh – qHTS for Inhibitors of WRN Helicase | Bifunctional 3'-5' exonuclease/ATP-dependent helicase WRN (Homo sapiens), Q14191 | WRN helicase unwinding, fluorescent forked duplex, kinetic | Potency, µM (highest dose often 114 µM), for inactives: at the top dose activity change, negative = inhibition, usual class: inhibitors | actives 0.46% (n = 360,000) | AID 651768, 2012; further: potency means the concentration at half of the fitted maximal effect; on the % scale 0 is the no-effect control and ±100 the full control effect; nearly all actives have a fitted effect of over 55% in size
#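 Kinetic fluorescence helicase assay: unwinding of a quenched forked DNA duplex (100 nM final) with 2 mM ATP final raises red fluorescence (525/598 nm). Compounds sat 15 min at room temperature with 20 nM WRN beforehand.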
# PI5P4K alpha inh – qHTS for Inhibitors of phosphatidylinositol 5-phosphate 4-kinase (PI5P4K) | Phosphatidylinositol 5-phosphate 4-kinase type-2 alpha (Homo sapiens), P48426 | PI5P4Kalpha enzyme, ADP-Glo luminescence, 60 min; active compounds read low | max response, % | actives 1.2% (n = 330,000) | AID 652105, 2013; active means max response of -50% or lower; inconclusive means between -30% and -50%; inactive means -30% or higher; further: value at the top dose of about 77 µM; on the % scale 0 is the no-effect control and ±100 the full control effect
# Target sequence (P48426 whole entry, looked up): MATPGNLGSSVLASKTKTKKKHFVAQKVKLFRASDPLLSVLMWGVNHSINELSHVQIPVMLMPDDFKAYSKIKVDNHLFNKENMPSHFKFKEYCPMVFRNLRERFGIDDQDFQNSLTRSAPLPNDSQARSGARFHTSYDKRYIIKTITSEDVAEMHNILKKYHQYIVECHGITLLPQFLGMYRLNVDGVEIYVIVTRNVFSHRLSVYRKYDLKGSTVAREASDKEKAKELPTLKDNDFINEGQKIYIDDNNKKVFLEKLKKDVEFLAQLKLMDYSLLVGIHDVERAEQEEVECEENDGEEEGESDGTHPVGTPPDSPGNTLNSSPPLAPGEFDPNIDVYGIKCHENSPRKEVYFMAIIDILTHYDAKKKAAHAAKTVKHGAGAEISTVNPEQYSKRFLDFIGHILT
#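 Human PI5P4Kalpha with substrate in 0.038 M HEPES pH 7.4, 0.28 mM EGTA, 0.1% CHAPS, 5% DMSO; reaction started with 5 microM ATP (final), 60 min at room temperature. ADP formed read by ADP-Glo luminescence.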
# FUS suppressor – qHTS for Suppressors of FUS Proteinopathy: Primary screen using FUS-linked yeast assay | actives 0.24% (n = 390,000) | S. cerevisiae FUS-expressing, growth rescue, OD600, 24 h | Potency, µM (top dose mostly 76.6 µM), for the others: top-dose growth rescue (activation), most hits filed as activators;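 further: potency means the concentration at half of the fitted maximal effect; plate controls were DMSO vehicle for no effect and reference control for full effect; nearly all actives have a fitted effect of over 55% in size; some results filed as inactive show a strong effect at the top dose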
#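 Cultures pregrown in 2.5% raffinose medium are shifted to minimal medium containing 2% galactose to express toxic FUS. Compounds are tested at several concentrations. After 24hr at 30C, growth is quantified at 600 nm absorbance.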
# EPAC1 ag – qHTS for Agonist of cAMP-regulated guanine nucleotide exchange factor 3 (EPAC1): primary screen. EPAC1 agonist qHTS, biochemical assay; response scale: 100% = response to 6.5 mM cAMP. actives 0.073% (n = 360,000). AID 720707, 2013. Rap guanine nucleotide exchange factor 3 (Homo sapiens), O95398. Potency, µM (top dose mostly 154 µM), inactives show top-dose activation, usual class: activators; further: potency means the concentration at half of the fitted maximal effect; nearly all actives have a fitted effect of over 60% in size
#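 Fluorescent GDP-exchange assay: 100 nM EPAC1 with 250 nM Rap1B preloaded with BODIPY-GDP and 50 uM GDP; compounds tested as concentration series, 5 min at room temperature, then read every 5 min for 30 min (ex 480/em 540 nm); normalized to 6.5 mM cAMP.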
# IL-2 act – qHTS of IL-2 Activators; IL-2 activation reporter assay, cell-based qHTS; stimulated with anti-CD3/CD4/CD28 beads; in transgenic mouse T cells; activation, % (series mostly up to about 46 µM); AID 652025, 2013; actives 0.065% (n = 360,000); in the data active means activation above about 50%; inconclusive means mostly about 30% to 49%; further: 0% is about no effect
#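 First, unstimulated transgenic mouse T cells were exposed to compound for 60 min. Next, anti-CD3/anti-CD4-coated beads with anti-CD28 were added. Finally, after 18 h at 37 degrees C, EGFP and DsRed were imaged.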
# PLK1 PBD block – qHTS for Inhibitors of PLK1-PDB (polo-like kinase 1 - polo-box domain): Primary Screen; Plk1 PBD binding of FITC phosphopeptide, fluorescence polarization; Potency, µM, inactives show max response, negative = inhibition, actives largely listed as inhibitors; actives 2.8% (n = 360,000); AID 720504, 2013; further: potency means the concentration at half of the fitted maximal effect; series mostly up to about 57 µM; on the % scale 0 is the no-effect control and ±100 the full control effect; nearly all actives have a fitted effect of over 65% in size
# Target sequence (P53350 whole entry, looked up, the tested form may be a part): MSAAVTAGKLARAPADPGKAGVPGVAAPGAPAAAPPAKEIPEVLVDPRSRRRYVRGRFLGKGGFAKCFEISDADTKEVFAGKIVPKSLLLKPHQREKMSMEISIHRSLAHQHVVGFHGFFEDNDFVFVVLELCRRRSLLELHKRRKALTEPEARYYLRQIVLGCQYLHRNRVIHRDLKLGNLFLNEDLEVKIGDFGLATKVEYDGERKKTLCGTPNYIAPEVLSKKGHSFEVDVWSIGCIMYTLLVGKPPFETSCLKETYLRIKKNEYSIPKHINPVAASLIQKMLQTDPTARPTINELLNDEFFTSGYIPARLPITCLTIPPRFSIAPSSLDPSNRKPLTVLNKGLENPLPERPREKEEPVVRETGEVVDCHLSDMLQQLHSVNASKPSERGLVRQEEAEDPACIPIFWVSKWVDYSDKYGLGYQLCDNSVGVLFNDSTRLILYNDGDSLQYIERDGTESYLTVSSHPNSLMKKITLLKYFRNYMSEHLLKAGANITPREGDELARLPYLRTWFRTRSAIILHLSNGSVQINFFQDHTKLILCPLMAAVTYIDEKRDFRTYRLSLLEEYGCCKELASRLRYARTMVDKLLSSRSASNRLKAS
# EPAC1 antagonist – qHTS for Antagonist of cAMP-regulated guanine nucleotide exchange factor 3 (EPAC1): primary screen; Potency, µM (series often up to 115 µM), inactives show top-dose activity change, negative = inhibition, hits mostly inhibitors; actives 0.14% (n = 360,000); EPAC1 GEF assay, Rap1b-BODIPY-GDP exchange fluorescence; Rap guanine nucleotide exchange factor 3 (Homo sapiens), O95398;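 further: potency means the concentration at half of the fitted maximal effect; plate controls were vehicle for no effect and positive control for full effect; nearly all actives have a fitted effect of over 50% in size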
# The depositor's hits bear a star; ? = inconclusive; · = no result given; & = joins results of further samples; [ ] = dose if it differs, or a comment. Unless noted, the call rests on the fitted dose curve; in most records, active means well fitted curve in the direction sought with a large enough effect; inconclusive means small, poorly fitted or top-dose-only effect, or another doubt; inactive means no such curve, though single readings can be large; an effect the other way counts as inactive or inconclusive. This is a random part of the collection; any-hit rate near 4.1%.
Compound | Abeta rescue | WRN helicase inh | PI5P4K alpha inh | FUS suppressor | EPAC1 ag | IL-2 act | PLK1 PBD block | EPAC1 antagonist
O=C(NN1S(=O)(=O)c2ccccc2S1(=O)=O)c1ccc(Br)cc1 | 0.1% | -0.6% | -2.4 | -20.3% | 13.4% | 1.3 | -27.3% | -2.3%
CCCn1c(=O)n(N)c2ccccc21 | 1.5% | -10.8% | -5.2 | · | -9.6% | 2.4 | -15.5% | -9.9%
CCOc1ccc(N/C(N)=N/c2nc(CSc3nnc(C)s3)cc(=O)[nH]2)cc1 | -2.7% | -4.4% | 8.9 | -3.6% | -0.7% | -1.7 | 1.8% | 12.8%
COc1ccc2c(CCNC(=O)/C=C/c3ccc(OC)c(OC)c3)c[nH]c2c1 | ? | -6.3% | -1.3 | 33.9% | 4.7% | -0.7 | 3.9% | 1.4%
CCOc1ccc(CC(=O)NNC(=S)NC)cc1 | 1.4% | 9.2% | 0.0 | -12.7% | -2.4% | 0.8 | 4.9% | 21.1%
CCCCn1c(N)c(N(CCOC)C(=O)COc2ccc(C(C)=O)cc2)c(=O)[nH]c1=O | 1.1% | -4.2% | -4.1 | 8.2% | 2.4% | 1.8 | 5.1% | 11.5%
COc1ccc(C2CC(c3ccccc3)=NN2C(=O)COC(=O)c2cnc(Cl)c(Cl)c2)cc1 (stereo unspecified) | -22.5% | 4.6% | -0.2 | · | -0.2% | -0.1 | 4.5% | -1.4%
C=CCc1cc(/C=C2/NC(=O)NC2=O)cc(OCC)c1O | 1.2% | -6.5% | 0.5 | 4.9% | -4.7% | 0.2 | 0.8% | 2.7%
O=C(CSc1ncnc2c1cnn2-c1ccccc1)NC1CCCC1 | -2.5% | -3.5% | -2.7 | -9.7% | 3.0% | 1.9 | 2.9% | 15.1%
O=C(OCC(=O)N1CCOCC1)c1ccccc1Cc1ccccc1 | 5.6% | 10.1% | 1.2 | -9.3% | -7.3% | -2.1 | -3.1% | 17.7%
NC(=O)COC(=O)c1ccc(Cl)c(S(=O)(=O)N2CCCCCC2)c1 | -4.5% | -13.9% | -1.1 | -1.6% | 9.7% | 1.8 | -3.1% | -6.3%
CCOC(=O)N1CCN(CC(=O)Nc2c(C(=O)OC)[nH]c3ccc(Cl)cc23)CC1 | 7.4% | -6.6% | -3.8 | · | -5.2% | -5.6 | -4.2% | -11.0%
O=C(CNC(=O)c1ccccc1)OCc1nnc(-c2ccc(Cl)cc2)o1 | -10.2% | 2.2% | -11.0 | 13.1% | 5.6% | 1.1 | -9.6% | 6.7%
COC(=O)C1CCN(Cc2cn(Cc3ccccc3)nc2-c2cc3ccccc3o2)CC1 | 1.9% | -7.3% | 0.5 | 19.2% | -0.7% | -0.1 | -1.1% | -19.3%
COc1ccc(C2C(Oc3ccccc3)C(=O)N2c2ccc(C)c(C)c2)cc1OC (stereo unspecified) | 12.2% | -4.4% | 5.6 | 12.7% | 2.3% | -2.1 | -2.9% | 0.0%
Cn1nccc1NC(=O)Nc1ccc(Cl)cc1 | -11.6% | -1.8% | 5.4 | 14.5% | -3.8% | 0.8 | 1.6% | -22.7%
COc1ccc(C(=O)NNC(=O)CCCCC(=O)NNC(=O)c2ccc(OC)cc2)cc1 | -7.7% | -0.4% | -2.6 | 21.1% | 4.2% | -0.6 | 0.3% | 15.1%
Cc1ccc(OCC(=O)Nc2ccc(N3CCOCC3)cc2)cc1 | 12.0% | -0.2% | · | 1.1% | 1.3% | -3.1 | -4.1% | 2.6%
CC1(C)CC(=O)C2=C(C1)OC(N)=C([N+](=O)[O-])C2c1cccs1 (stereo unspecified) | 11.6% | -7.1% | -5.0 | · | 2.8% | -0.2 | -8.4% | -1.8%
CCOC(=O)N1CCN(CC(=O)Nc2ccc(Oc3ccccc3)cc2)CC1 | ? | -5.8% | -0.7 | 11.4% | 1.7% | -0.7 | -3.9% | -13.6%
Cc1cc(NC(=O)c2ccccc2F)ncc1NC(=O)c1cccs1 | -13.8% | -12.7% | ? | 3.6% | -10.3% | -0.8 | 8.44µM* | -11.4%
O=C(CN1CCOc2ccccc21)NC1CC1 | -15.1% | -5.0% | 0.9 | -13.2% | -2.3% | -1.9 | -5.7% | -5.3%
COc1ccc(S(=O)(=O)N(C)CC(=O)N2CCCC2)cc1OC | -5.9% | 8.1% | -5.1 | -9.5% | 4.2% | 0.4 | -9.4% | -24.3%
CC(=O)OC(COc1ccccc1)Cn1cnc2ccccc21 (stereo unspecified) | 5.2% | -3.1% | -1.4 | -4.8% | 10.8% | 1.3 | 9.3% | 6.7%
CC(=O)c1c(C)[nH]c(C(=O)COC(=O)c2cccnc2Cl)c1C | 8.9% | -17.0% | -26.4 | 14.5% | -6.0% | 0.0 | -3.0% | -19.7%
CC1=NN(c2ccccc2)C(=O)/C1=C/C=C/C=C/N(C)C | -22.0% | ? | ? | 32.4% | -5.3% | 2.0 | 42.3%[activator] | ?
Cc1c(NC(=O)c2ccc3c(c2)OCO3)c(=O)n(-c2ccccc2)n1C | -16.3% | -2.4% | · | 15.2% | 3.6% | 1.5 | -5.4% | 5.1%
Cc1cc(C)c(-n2c(SCc3nc4ccccc4s3)n[nH]c2=O)c(C)c1 | 21.8% | -20.5% | -5.3 | 18.4% | 10.0% | 0.7 | -0.3% | -3.7%
COCc1cc(C)nc(SCc2ccc(Br)cc2)c1C#N | -6.1% | -2.7% | 19.9 | 0.2% | 5.1% | -5.2 | 4.7% | -21.8%
COCc1cc(NCc2ccc(Cl)cc2)nc(C)n1 | 3.8% | 0.6% | -1.0 | -6.9% | 6.3% | -2.4 | -4.3% | -26.6%
Cc1nc2scc(C)n2c(=O)c1S(=O)(=O)Nc1ccc(N2CCN(S(C)(=O)=O)CC2)cc1 | ? | -13.3% | -4.9 | 29.5%&25.2% | -5.3% | -3.7 | 26.7µM* | -13.0%
Cn1cnc2cc(NC(=O)COc3ccccc3)ccc21 | -1.7% | 0.6%[57.1 µM] | -0.3 | -20.6% | 7.8% | -0.6 | 2.2% | 4.3%
Cc1ccc(S(=O)(=O)N2CCOCC2)cc1C(=O)Nc1nc2ccccc2[nH]1 | 13.4% | -1.6% | -13.0 | -13.4% | -3.8% | -1.2 | -4.1% | -7.6%
CN1CCCC(OC(=O)c2ccc(S(=O)(=O)N(C)C)cc2)C1 (stereo unspecified) | 4.2% | 7.6% | -3.9 | -31.0% | 1.0% | 3.0 | -3.0% | -4.2%
COc1cc(NC(=O)C(C)(C)C)c(C(=O)OCC(=O)Nc2cc(C)on2)cc1OC | -10.5% | 2.5% | 8.3 | -7.3% | -6.9% | -0.6 | 3.7% | 13.2%
O=S(=O)(c1ccc(F)cc1)N1CCN(Cc2ccccn2)CC1 | 4.3% | -3.9%[57.1 µM] | 2.7 | 17.9% | 1.1% | -0.2 | -8.7% | -21.3%
O=C(O)C1C2C=CC(O2)C1C(=O)NCc1ccc2c(c1)OCO2 (stereo unspecified) | -7.8% | 1.0% | 1.7 | 3.7% | -2.7% | 1.0 | -11.1% | -8.9%
COc1cccc(CNC(=O)CCCn2ccc3cc(S(=O)(=O)N4CCCC4)ccc32)c1 | 1.9% | -2.3% | 1.9 | 11.7% | 9.9% | -3.2 | -10.0% | -32.5%
COc1ccc(C(=O)N/N=C(\C)c2ccc3c(c2)C2C=CCC2C(c2ccccc2)N3)cc1 (stereo unspecified) | -21.9% | -32.8% | ? | 45.3% | -1.0% | -4.4 | ? | ?
Cc1c(C)n(C)c2ccc(C(=O)N3CCN(c4ccccn4)CC3)cc12 | -1.6% | -0.1% | 6.4 | -15.2% | 4.6% | 0.2 | -5.2% | -10.0%
O=C(Nc1cccc2ccccc12)NC1CCCCC1 | 11.0% | 5.5% | -5.7 | -12.8% | 3.0% | -0.4 | -6.3% | 11.8%
O=C(COC(=O)CNC(=O)c1ccccc1)NC12CC3CC(CC(C3)C1)C2 | -6.1% | 4.1% | 0.5 | -16.8% | 2.5% | 0.8 | -11.6% | -4.3%
C=CCN1C(=O)CSc2ccc(C(=O)N3CCC(C)CC3)cc21 | -4.8% | 1.2% | · | 17.5% | 0.7% | 2.7 | 0.3% | 6.6%
O=C1NC2(CCCC2)C(=O)N1CC(=O)N(Cc1ccccc1)c1ccccc1 | -1.2% | -5.8% | 2.4 | 9.3% | 13.9% | 0.7 | -12.6% | -21.4%
COc1ccc(NC(=O)c2ccc(NC(=O)C3COc4ccccc4O3)cc2)c(OC)c1 (stereo unspecified) | -1.0% | 14.5% | 0.7 | 3.0% | 4.3% | -0.2 | 0.0% | -10.7%
COc1ccc([C@H]2CC(=O)C=C(c3ccc(OC(F)(F)F)cc3)C2)cc1 | 2.7% | -2.4% | 14.4 | 20.5% | -19.4% | -0.4 | -1.3% | -8.7%
Cc1sc2nc(SCC(=O)NCCO)n(-c3ccccc3)c(=O)c2c1C | -14.2% | 3.7% | -3.3 | 2.6% | 1.8% | 3.1 | -2.6% | -2.2%
CCC1=[N+]([O-])C(C)(/C(C)=N\O)N(O)C1(C)C (stereo unspecified) | -0.5% | -15.8% | 1.4 | 24.8% | 0.4% | -0.1 | -1.3% | 4.7%
COc1ccc(CCN(C)CCC(=O)Nc2ccc(C)cc2)cc1OC | -17.4% | 6.4% | 1.1 | -4.0% | -5.3% | -1.3 | -9.3% | 12.5%
Cc1ccc(S(=O)(=O)NNC(=O)Nc2cccc(F)c2)c(C)c1 | 5.8% | -10.8% | 4.2 | -3.2% | -8.3% | 1.1 | -2.2% | -15.4%
CC(C)NC(=O)CSc1nccc(-c2cccs2)n1 | -1.1% | -1.5% | -0.5 | -4.1% | -1.3% | 3.0 | -4.9% | -26.3%
O=C(CSc1nc2ccccc2[nH]1)NC1CCS(=O)(=O)C1 (stereo unspecified) | 4.5% | -2.0% | · | 2.9% | -5.6% | -0.7 | 3.9% | 21.4%
